Gli-Sufu block = Gli-Sufu pathway antagonists, primary screen, luciferase luminescence, Sufu-KO-LIGHT cells, uHTS | inhibition, % at 5 µM | 0.74% of 340,000 active | AID 588413, 2011 | Sufu-KO-LIGHT fibroblasts, Gli luciferase reporter luminescence;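 active means inhibition above about 55%, limit read from the data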;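 further: 0% = DMSO-treated cells and 100% = wells with medium but no cells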
697 NFkB inh = inhibitors of PMA/ionomycin-induced NF-kB reporter, 697 cells, primary screen, B-cell NF-kB inhibitor project, cell-based, luminescence, uHTS. inhibition, % at 4 µM. AID 435022, 2010. 697 B-cell NF-kB luciferase reporter, 16 h. 0.33% of 330,000 active; in the data active means inhibition above about 35%
Jurkat NFkB inh = inhibitors of induced NF-kB luciferase reporter, primary screen, TCR NF-kB activation inhibitor project, cell-based, luminescence, uHTS | Jurkat, PMA/ionomycin-induced NF-kB luciferase reporter | inhibition, % at 4 µM | 0.53% of 330,000 active | AID 435003, 2010
EBI2 block = EBI2 receptor antagonists, beta-arrestin recruitment, primary screen, cell-based, luminescence, 7a,25-OHC stimulation, uHTS; G-protein coupled receptor 183 (Homo sapiens), P32249; 7a,25-OHC stimulated; inhibition, % at 5 µM; 0.81% of 360,000 active; AID 651636, 2012; in the data active means inhibition above about 38%;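 further: enzyme fragment complementation signal reports receptor beta-arrestin coupling in cells; 0% = agonist plus DMSO wells and 100% = wells without agonist; some results beyond the cut were filed as inactive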
Target sequence (P32249 whole entry, looked up, the tested form may be a part): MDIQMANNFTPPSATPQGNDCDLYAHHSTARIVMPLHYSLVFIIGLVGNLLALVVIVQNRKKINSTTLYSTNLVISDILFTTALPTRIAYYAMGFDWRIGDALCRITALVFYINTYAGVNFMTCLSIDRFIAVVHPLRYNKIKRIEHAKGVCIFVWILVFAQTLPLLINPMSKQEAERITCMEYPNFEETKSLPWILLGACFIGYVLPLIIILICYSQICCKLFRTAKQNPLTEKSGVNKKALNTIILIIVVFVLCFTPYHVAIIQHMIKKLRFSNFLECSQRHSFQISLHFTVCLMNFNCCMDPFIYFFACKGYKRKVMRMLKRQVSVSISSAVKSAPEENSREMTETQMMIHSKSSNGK
UBC13 inh = UBC13 polyubiquitin chain formation inhibitors, primary screen, biochemical, TR-FRET, uHTS | Ubiquitin-conjugating enzyme E2 N (Homo sapiens), P61088 | 0.47% of 330,000 active | inhibition, % at 20 µM; in the data active means inhibition above about 45%, passing the limit was not always enough
SENP8 inh = SENP8 protease inhibitors, primary screen, biochemical, luminescence; 1.2% of 330,000 active; purified SENP8, Z-RLRGG-aminoluciferin cleavage; inhibition, % at 10 µM
Target sequence (Q96LD8 whole entry, looked up): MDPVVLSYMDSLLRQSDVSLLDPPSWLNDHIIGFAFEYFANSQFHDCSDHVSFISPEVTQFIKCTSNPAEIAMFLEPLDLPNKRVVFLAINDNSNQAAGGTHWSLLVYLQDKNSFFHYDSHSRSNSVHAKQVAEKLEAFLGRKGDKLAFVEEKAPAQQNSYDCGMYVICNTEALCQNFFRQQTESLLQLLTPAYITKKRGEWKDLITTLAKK
CCR6 antag = CCR6 receptor antagonists, primary screen, cell-based, CHO-K1, luminescence, beta-arrestin, uHTS; C-C chemokine receptor type 6 (Homo sapiens), P51684; CHO-K1 CCR6 PathHunter beta-arrestin, CCL20-stimulated; inhibition, % at 20 µM; 0.49% of 340,000 active; AID 493098, 2011;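 active means compounds whose inhibition of the agonist-driven luminescence signal at 20 µM reaches about 50%, limit read from the data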;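 further: cells stimulated with CCL20 at 14 nM final; plate controls were DMSO with CCL20 for no effect and DMSO without agonist for full effect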
Target sequence (P51684 whole entry, looked up): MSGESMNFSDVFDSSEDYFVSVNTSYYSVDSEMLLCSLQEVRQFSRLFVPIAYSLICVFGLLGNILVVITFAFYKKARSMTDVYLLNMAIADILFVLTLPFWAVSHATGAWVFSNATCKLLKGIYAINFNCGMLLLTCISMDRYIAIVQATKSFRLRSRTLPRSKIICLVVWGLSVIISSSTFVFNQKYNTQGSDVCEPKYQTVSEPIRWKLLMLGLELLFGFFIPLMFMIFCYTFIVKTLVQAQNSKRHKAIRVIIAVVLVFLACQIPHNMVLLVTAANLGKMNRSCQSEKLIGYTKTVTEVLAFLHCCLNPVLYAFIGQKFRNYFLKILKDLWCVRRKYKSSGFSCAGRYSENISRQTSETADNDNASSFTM
Apaf1 inhib = inhibitors of human Apaf-1 apoptosome, primary screen, biochemical, DEVD-Rh110 fluorescence, uHTS | Apoptotic protease-activating factor 1 (Homo sapiens), O14727 | reconstituted apoptosome caspase-3 activity | inhibition, % at 20 µM | 0.71% of 330,000 active | AID 489030, 2010; active means inhibition of at least 40% at 20 µM;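 further: plate controls were DMSO wells for no effect and DEVD-CHO caspase inhibitor wells for full effect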
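Material: cell-free apoptosome with Apaf-1, procaspase-3 and caspase-9; Buffer or medium: Hepes pH 7.5 with detergent and BSA; Reagent: cytochrome c trigger plus (Z-DEVD)2-Rh110 caspase-3 substrate; Times: compound with Apaf-1, dATP, procaspase-3 30 min, then 50 min reaction, room temperature; Technique: Rh110 fluorescence intensity.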
* marks the source's active call; other numbers are inactive results; . = no result given. Unless noted, no stated cut-off is given here; in the data, active means inhibition above about 50%; inactive means the rest. This is a subset; count on the stated rates, not on these rows.

Preview (15 entries):
SMILES	Gli-Sufu block	697 NFkB inh	Jurkat NFkB inh	EBI2 block	UBC13 inh	SENP8 inh	CCR6 antag	Apaf1 inhib
CCC(c1nc2ccccc2c(=O)n1-c1nc2ccccc2s1)N1C(=O)c2ccccc2C1=O (stereo unspecified)	-1	-16	-4	-4	7	1	11	1
O=C(c1ccccc1)c1ccc(O)cc1O	-8	2	-8	-5	-6	-7	18	-11
CC(C)CCNC(=O)CNC(=O)c1cccs1	-5	9	9	-4	-6	-7	-2	-16
O=C(O)c1cc2c([nH]c1=O)CCCC2	-10	-14	-9	1	4	-8	0	8
COc1cccc(-c2nc(CS(=O)(=O)CC(=O)Nc3ccccc3C)c(C)o2)c1	-13	6	5	2	6	7	20	6
CCCCC1=C(C(=O)OCC)C(C(=O)OCC)Oc2ccccc21 (stereo unspecified)	4	-1	.	-5	.	.	31	15
CC(=O)NCCc1ccc(C(=O)COC(=O)c2ccco2)cc1	4	4	-8	-2	-10	-11	-3	9
COc1ccc(Cl)cc1N(C(=O)c1ccco1)C(C(=O)NC1CCCC1)c1ccncc1 (stereo unspecified)	14	13	1	-3	-1	0	5	1
COc1ccc(CNCC(O)COc2ccc(C)cc2[N+](=O)[O-])cc1 (stereo unspecified)	-13	4	-2	-3	-2	7	0	15
Cc1cc(C)c(NC(=O)c2ccccc2N(C)S(C)(=O)=O)c(C)c1	0	10	-10	2	18	-6	10	-18
Cn1nc(C(F)(F)F)c2cc(C(=O)Nc3ccc(F)c(Cl)c3)sc21	29	14	-2	12	-8	-4	0	7
CC1CCC(NC(=O)CN2C(=O)NC(C)(C)C2=O)CC1 (stereo unspecified)	-9	2	3	6	-4	3	7	-1
CCCCc1cc(=O)oc2cc(C)cc(OC(C)C(=O)NC(Cc3c[nH]c4ccc(O)cc34)C(=O)O)c12 (stereo unspecified)	5	25	-5	-6	6	8	3	9
Cc1cc(SCC2=NNC(=O)C2)c(Cl)cc1Cl	10	8	3	6	-7	0	16	47*
O=C(Cn1c(=O)oc2ccccc21)N1CCN(S(=O)(=O)c2ccccc2)CC1	.	9	-1	-3	4	2	5	-14

The list itself, from the start:
SMILES	Gli-Sufu block	697 NFkB inh	Jurkat NFkB inh	EBI2 block	UBC13 inh	SENP8 inh	CCR6 antag	Apaf1 inhib
CCC(c1nc2ccccc2c(=O)n1-c1nc2ccccc2s1)N1C(=O)c2ccccc2C1=O (stereo unspecified)	-1	-16	-4	-4	7	1	11	1
O=C(c1ccccc1)c1ccc(O)cc1O	-8	2	-8	-5	-6	-7	18	-11
CC(C)CCNC(=O)CNC(=O)c1cccs1	-5	9	9	-4	-6	-7	-2	-16
O=C(O)c1cc2c([nH]c1=O)CCCC2	-10	-14	-9	1	4	-8	0	8
COc1cccc(-c2nc(CS(=O)(=O)CC(=O)Nc3ccccc3C)c(C)o2)c1	-13	6	5	2	6	7	20	6
CCCCC1=C(C(=O)OCC)C(C(=O)OCC)Oc2ccccc21 (stereo unspecified)	4	-1	.	-5	.	.	31	15
CC(=O)NCCc1ccc(C(=O)COC(=O)c2ccco2)cc1	4	4	-8	-2	-10	-11	-3	9
COc1ccc(Cl)cc1N(C(=O)c1ccco1)C(C(=O)NC1CCCC1)c1ccncc1 (stereo unspecified)	14	13	1	-3	-1	0	5	1
COc1ccc(CNCC(O)COc2ccc(C)cc2[N+](=O)[O-])cc1 (stereo unspecified)	-13	4	-2	-3	-2	7	0	15
Cc1cc(C)c(NC(=O)c2ccccc2N(C)S(C)(=O)=O)c(C)c1	0	10	-10	2	18	-6	10	-18
Cn1nc(C(F)(F)F)c2cc(C(=O)Nc3ccc(F)c(Cl)c3)sc21	29	14	-2	12	-8	-4	0	7
CC1CCC(NC(=O)CN2C(=O)NC(C)(C)C2=O)CC1 (stereo unspecified)	-9	2	3	6	-4	3	7	-1
CCCCc1cc(=O)oc2cc(C)cc(OC(C)C(=O)NC(Cc3c[nH]c4ccc(O)cc34)C(=O)O)c12 (stereo unspecified)	5	25	-5	-6	6	8	3	9
Cc1cc(SCC2=NNC(=O)C2)c(Cl)cc1Cl	10	8	3	6	-7	0	16	47*
O=C(Cn1c(=O)oc2ccccc21)N1CCN(S(=O)(=O)c2ccccc2)CC1	.	9	-1	-3	4	2	5	-14
CC[C@@H]1C(c2ccccc2)=NN(c2ccccc2)[C@H]1C(=O)N1CCOC1=O	-8	1	.	-4	.	.	11	14
CCOC(=O)c1sc(NC(C)=O)nc1C	-4	12	-13	-19	3	-4	2	-16
CCOC(=O)c1c(C)[nH]c(C)c1C(=O)COC(=O)c1cccc(C)c1O	9	-10	-22	-1	9	2	3	3
CCc1nnc(NC(=O)CSc2nnc3ncccn23)s1	0	-4	-7	-3	-11	-4	-9	-1
CN(C(=O)COC(=O)c1cc2ccccc2cc1O)C1CCCCC1	-3	11	-6	11	19	2	17	5
CCCC1(c2ccccc2)NC(=O)N(CC(=O)NCc2ccc(C)cc2)C1=O (stereo unspecified)	6	-4	-29	0	2	10	-3	6
C/C(=N\NC(=O)Cn1ccc(C(F)(F)F)n1)c1ccco1	-5	13	-10	-4	4	3	-10	-9
O=C(O)c1ccc(C2(c3ccc(C(=O)O)cc3)OC(=O)c3ccccc32)cc1	32	-24	-4	-5	-12	-16	4	-2
Cc1cc2cc(CNC(=O)c3ccc(Br)o3)ccc2[nH]1	1	12	4	-4	-11	8	14	28
CS(=O)(=O)N(CC(=O)N1CCCC1)c1ccc(OCc2ccccc2)cc1	-1	-26	15	3	-7	-2	-12	3
COc1cc(OC)cc(C(=O)Nc2ccc(C(=O)NCC3CCCO3)cc2)c1 (stereo unspecified)	-3	14	-11	1	-8	-13	-4	2
Cc1ccc(C)c(NC(=O)C2(C)CC3c4ccccc4C2c2ccccc23)c1 (stereo unspecified)	-15	25	5	-8	3	-2	23	4
c1cncc(-c2nn3c(Cn4cnc5ccccc54)nnc3s2)c1	5	-3	9	5	0	-8	-7	-9
O=C1/C(=C/c2ccccc2)Nc2ccccc21	7	4	6	-6	-1	0	12	6
C=CCn1c(C)cc(C(=O)CN2C(=O)c3ccccc3S2(=O)=O)c1C	89*	66*	89*	-10	2	-3	4	-1
O=C(c1ccc2c(c1)OCCO2)C1CCN(S(=O)(=O)c2ccc(F)cc2)CC1	-5	9	23	1	23	-8	19	-6
CCOc1ccc(C(=O)N/N=C/c2ccc(-c3ccc(S(=O)(=O)Nc4ncccn4)cc3)o2)cc1	0	11	3	-9	5	-5	10	17
O=C(Nc1ccc(Cl)c([N+](=O)[O-])c1)c1cnccn1	5	-16	9	0	-6	-10	9	3
CC1CCC2(CC1)NC(=O)N(CC(=O)Nc1ccc3c(c1)OCO3)C2=O (stereo unspecified)	-7	6	-8	-9	2	7	0	-11
O=C1CC(N2CCN(Cc3ccc4c(c3)OCO4)CC2)C(=O)N1CCc1ccccc1 (stereo unspecified)	17	-16	18	3	9	-4	7	-2
Cc1ccc(NC(=O)c2ccc(Cl)c(S(=O)(=O)N3CCCC3)c2)nc1	2	-13	1	5	1	1	4	5
CCOc1ccc(C)cc1S(=O)(=O)n1ccnc1	-2	-10	-3	-9	1	-9	-1	-5
CCC(=O)Nc1ccc(C(=O)CSc2nc3ccccc3[nH]2)cc1	-3	-7	5	-7	-23	3	16	15
Nc1ncnc(NCc2ccc(F)cc2)c1[N+](=O)[O-]	-17	13	22	-8	21	-6	2	-5
c1ccc(Cn2ncc3c(N4CCOCC4)ncnc32)cc1	0	4	-8	0	1	-9	-15	2

3 of the entries above in order of the Jurkat NFkB inh value, rising.
SMILES	Jurkat NFkB inh
CCC(=O)Nc1ccc(C(=O)CSc2nc3ccccc3[nH]2)cc1	5
CS(=O)(=O)N(CC(=O)N1CCCC1)c1ccc(OCc2ccccc2)cc1	15
O=C1CC(N2CCN(Cc3ccc4c(c3)OCO4)CC2)C(=O)N1CCc1ccccc1 (stereo unspecified)	18

(continued)
SMILES	Gli-Sufu block	697 NFkB inh	Jurkat NFkB inh	EBI2 block	UBC13 inh	SENP8 inh	CCR6 antag	Apaf1 inhib
N#Cc1c2c(c(Nc3ccccc3)n3c1nc1ccccc13)CCC2	-61	-27	21	-25	-2	-6	11	28
COc1ccccc1CNC(=O)CN(CCc1ccccc1)S(C)(=O)=O	-8	2	-18	-4	-4	-7	14	3
COc1ccc(N2CCN(C(=O)CSc3nc4[nH]ncc4c(=O)n3-c3ccc(Br)cc3)CC2)cc1	29	5	-3	3	-2	-10	40	18
Cc1ccc(C)c(SCC(=O)Nc2cc(S(=O)(=O)N3CCOCC3)ccc2C)c1	10	-5	-12	9	1	-2	10	10
O=C1Nc2ccccc2C1(O)c1ccccc1O (stereo unspecified)	-1	0	-20	-11	0	-7	-1	6
Cc1ccc(C(=O)Nc2cccc(-c3ccc(N4CCOCC4)nn3)c2)cc1C	-53	-56	-61	-1	-5	1	10	23
COc1cccc(C2C3=C(CC(C)(C)CC3=O)Nc3cc4c(cc32)OCO4)c1 (stereo unspecified)	-8	-36	-26	14	6	-5	7	15
CCN(CC)C(=O)COC(=O)C1CCN(S(=O)(=O)c2ccc3c(c2)OCCO3)CC1	-1	10	8	-6	4	-6	7	-9
COc1ccc(CCC(C)Nc2cccc(F)c2)cc1 (stereo unspecified)	5	2	-11	16	9	11	19	-3
N#Cc1c(NC(=O)CN2CCOCC2)oc(-c2ccccc2)c1-c1ccccc1	1	14	1	10	3	2	33	7
CCOc1ccc(OCC)c(NC(=O)CCNS(=O)(=O)c2cc(Br)cnc2N)c1	-4	-1	1	2	0	4	-13	10
O=C(CN(C(=O)CCC(=O)Nc1ccccn1)C1CCCC1)NCc1ccccc1	-10	20	1	-15	6	4	8	-1
Cc1nc(NC(=O)COC(=O)C2CC2C)c(Cl)cc1Cl (stereo unspecified)	-3	9	-11	6	-11	-10	-1	14
CCCOc1ccc(OCC(=O)c2[nH]c(C)c(C(C)=O)c2C)cc1	13	-38	12	-9	-7	2	22	6
CCOC(=O)Cn1cnc2c(nnn2-c2ccc(C)cc2)c1=O	12	3	-5	-6	-5	-15	-5	-4
CC1Cc2ccccc2N1C(=O)CN1C(=O)CN(C)C(=O)c2ccccc21 (stereo unspecified)	0	9	-2	-8	-2	6	0	0
CN(C)C(=O)CSc1nc2ccccc2c(=O)[nH]1	3	-3	-4	0	-4	-3	2	-4
COc1cccc(Nc2c([N+](=O)[O-])cncc2[N+](=O)[O-])c1	-8	-9	6	3	-17	-6	1	-14
Cc1ccc(NS(=O)(=O)c2cc(C(=O)NCc3cccnc3)ccc2C)cc1	0	21	2	5	2	10	3	-12
COC(=O)CSc1nnnn1-c1ccccc1	4	0	11	-15	2	1	9	-12
CCOc1ccc(S(=O)(=O)N(CC)CC(=O)NCc2cccnc2)cc1	-8	-7	-16	-1	2	-9	11	10
Cc1cc(NCCNC2=CC(=O)CCC2)nc2ccccc12	0	6	-3	-7	5	0	15	-11
COc1ccc(CCNC(=O)CCn2c(SCC#N)nc3ccccc3c2=O)cc1OC	5	18	-13	-24	11	7	4	-8

Screening data from PubChem BioAssay.
